Giardia FBPA inh = qHTS Assay for Inhibitors of Fructose-1,6-bisphosphate Aldolase from Giardia Lamblia; purified Giardia FBPA; Potency, µM (top dose mostly 59.6 µM), without a hit: at the highest dose activity, negative = inhibition, actives largely listed as inhibitors; actives 0.71% (n = 290,000); AID 2451, 2010; further: potency means the concentration at half of the fitted maximal effect; nearly all actives have a fitted effect of over 55% in size
Target sequence (A8B2U2 whole entry, looked up): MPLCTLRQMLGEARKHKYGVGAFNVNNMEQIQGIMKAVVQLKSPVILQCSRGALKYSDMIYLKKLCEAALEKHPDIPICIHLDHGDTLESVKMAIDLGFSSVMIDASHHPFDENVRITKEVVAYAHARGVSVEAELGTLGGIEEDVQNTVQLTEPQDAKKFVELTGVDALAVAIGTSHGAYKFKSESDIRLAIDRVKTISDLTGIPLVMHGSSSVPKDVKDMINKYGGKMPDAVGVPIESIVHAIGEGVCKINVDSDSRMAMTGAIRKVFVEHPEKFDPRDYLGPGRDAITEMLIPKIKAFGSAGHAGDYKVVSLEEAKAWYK
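40 nM FBPA preincubated 10 min at RT with compound (up to 57.5 uM final), then substrate plus GAPDH/TPI/NAD/arsenate coupling and diaphorase/resazurin added. Fluorescence read after 20 min at RT, 525/598 nm.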
HCV inhibitor = qHTS Assay for Inhibitors of Hepatitis C Virus (HCV); Potency, µM (doses to about 41.8 µM), without a hit: at the top dose activity change, negative = inhibition, usual class: inhibitors; Huh7.5.1 HCVcc-Cre infection, luciferase reporter, 44 h; actives 3.4% (n = 340,000); further: potency means the concentration at half of the fitted maximal effect
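Cells (1,000/well) were plated 4 h before compound, then infected with HCVcc-Cre virus (~0.5 moi). After 44 h further culture, infection was read as luciferase luminescence following a 15 min substrate incubation at room temperature.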
AmpC detergent = qHTS Inhibitors of AmpC Beta-Lactamase (assay with detergent); actives 0.041% (n = 370,000); AmpC hydrolysis of nitrocefin, absorbance 480 nm, 0.01% Triton; Potency, µM (series often up to 114 µM), for inactives: top-dose activity change, negative = inhibition, most hits filed as inhibitors;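 further: potency means the concentration at half of the fitted maximal effect; 0% = no-compound wells and -100% = no-enzyme wells; nearly all actives have a fitted effect of over 25% in size; some results filed as inactive show a strong effect at the top dose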
Target sequence (P00811 whole entry, looked up): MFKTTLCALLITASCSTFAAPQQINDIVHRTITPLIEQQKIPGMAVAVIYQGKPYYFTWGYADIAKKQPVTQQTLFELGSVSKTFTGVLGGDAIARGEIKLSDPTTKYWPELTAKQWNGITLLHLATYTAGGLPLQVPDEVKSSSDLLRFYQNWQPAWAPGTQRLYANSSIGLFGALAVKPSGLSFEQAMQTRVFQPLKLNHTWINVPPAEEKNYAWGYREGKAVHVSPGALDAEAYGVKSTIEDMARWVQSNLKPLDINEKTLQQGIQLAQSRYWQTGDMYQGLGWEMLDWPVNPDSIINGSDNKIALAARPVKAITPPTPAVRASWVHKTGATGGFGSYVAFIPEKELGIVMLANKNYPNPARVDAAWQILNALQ
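20 mM phosphate pH 7.0 + 0.01% (detergent screen) or 0.0001% Triton X-100; 5.3 nM AmpC reagent; cpd preinc 15 min RT; nitrocefin (800 uM stock) to start; A480 q20 s × 4 min; Activity was normalised to no-enzyme and no-compound control wells.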
AmpC no deterg = qHTS Inhibitors of AmpC Beta-Lactamase (assay without detergent); actives 0.52% (n = 330,000); AID 485341, 2010; P00811; Potency, µM (top dose mostly 57.1 µM), inactives show at the top dose activity change, negative = inhibition, actives largely listed as inhibitors; AmpC nitrocefin hydrolysis, absorbance 480 nm, 0.0001% Triton;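 further: potency means the concentration at half of the fitted maximal effect; plate controls were no compound for no effect and no enzyme for full effect; nearly all actives have a fitted effect of over 20% in size; some results filed as inactive show a strong effect at the top dose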
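AmpC (5.3 nM in the dispensed reagent) in 20 mM phosphate pH 7.0 with 0.01% (detergent screen) or 0.0001% Triton X-100 was preincubated with compounds for 15 min at room temperature. Nitrocefin was then added from an 800 uM solution, and hydrolysis was followed at 480 nm.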
HCMV inh = qHTS Assay for inhibitors of the human cytomegalovirus (HCMV); HFF cells, HCMV-luciferase reporter, 72 h; hits give low values; activity change, negative = inhibition, % at 57.5 µM; actives 4.5% (n = 410,000); AID 1259415, 2018; in the data active means activity change below about -60%; inconclusive means no clear call, values can overlap the other calls; inactive means above about -39%
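Luciferase read-out from HCMV-luciferase-infected HFFs (MOI 1 PFU/cell) 72 h post infection at 37C; compounds added after 16 h cell attachment; activity normalized between buffer-only basal and Salinomycin (10uM) inhibitor controls.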
Sm TGR block = qHTS Assay for the Inhibitors of Schistosoma Mansoni Peroxiredoxins | purified TGR, DTNB reduction, TNB absorbance 405 nm | Potency, µM (series often up to 114 µM), inactives show at the top dose activity change, negative = inhibition, actives largely listed as inhibitors | actives 3% (n = 360,000) | AID 485364, 2010; further: potency means the concentration at half of the fitted maximal effect; nearly all actives have a fitted effect of over 60% in size
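Kinetic colorimetric format: TGR-catalysed, NADPH-driven DTNB reduction monitored via TNB absorbance. Enzyme dispensed at 20 nM; compound exposure 15 min at room temperature before reaction start.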
* = called active by the depositor; ? = inconclusive; . = not tested or not shown; & = joins results of further samples; [ ] = remark or other dose. Unless noted, the call rests on the fitted dose curve; in most records, active means well fitted curve in the direction sought with a large enough effect; inconclusive means small, poorly fitted or top-dose-only effect, or another doubt; inactive means no such curve, though single readings can be large; an effect the other way counts as inactive or inconclusive. Unless noted, on the % scale 0 is the no-effect control and ±100 the full control effect. Outcome played no part in choosing rows (roughly 9.9% active in at least one column).

SMILES | Giardia FBPA inh | HCV inhibitor | AmpC detergent | AmpC no deterg | HCMV inh | Sm TGR block
Cc1nc2cc(-c3ccc(F)cc3)[nH]n2c(=O)c1C | -11% | -11% | 4% | -20% | 99 | -136%
NC(=O)NNC1=Nc2cccc3cccc1c23 | -9% | 20% | -11% | -22% | ? | 4%
Fc1cccc(NCCc2c[nH]c3ccccc23)n1 | -16% | ? | -6% | -25% | -3 | -19%
O=C(O)c1ccc(CS(=O)(=O)c2cccc(C(F)(F)F)c2)o1 | 2% | 1% | -5% | -35% | 8 | -33%
CC(C)(C)n1nnnc1C(c1ccc(Cl)cc1)N(Cc1cccnc1)Cc1ccco1 (centres undefined) | 3% | ? | ? | 54% | -22 | -23%
O=C(c1c[nH]c2ccccc12)C(Cl)c1ccccc1 (centres undefined) | -4% | -28% | -7% | -40% | -100* | 0%
CC(=NC1CC1)c1c(-c2ccccc2)[nH]n(-c2nc3ccccc3s2)c1=O | 5% | ? | 3% | -15% | 2 | -17%
O=S(=O)(c1ccc(NCCOc2ccccc2)nc1)N1CCCC1 | . | ? | -21% | -26% | -9 | -11%
CC(C)Cc1ccc(C(C)C(N)=NCCc2ccccc2)cc1 (centres undefined) | 21% | ? | -4% | 72%[activator] | -87* | -9%
CCn1c(O)c(N=Nc2ccc(S(=O)(=O)N3CCOCC3)cc2)c(=O)n(CC)c1=S | -1% | 7% | -6% | -5% | -11 | -20%
Cc1ccc(NC(=O)COC(=O)CCNS(=O)(=O)c2c(Cl)cccc2Cl)cc1 | . | 14% | . | -31% | 9 | .
CC(=O)NC(CCS(C)(=O)=O)C(=O)Nc1ccc2c(c1)OCCO2 (centres undefined) | 0% | -4% | 4% | -11% | -19 | -11%
CC(CO)(CO)N=Cc1c(O)n(-c2cccc3ccccc23)c(=O)[nH]c1=O | 4% | 14% | 2% | -22% | -20 | 3%
CC(=O)Nc1nc(SCCCc2ccccc2)n[nH]1 | 0% | 6% | ? | -11% | 41 | -13%
CC(=O)c1ccc(NC(=O)Nc2sc(NS(=O)(=O)c3ccccc3)nc2C)cc1 | ? | 17% | -3% | -49% | 3 | 35µM*

Just AmpC detergent, Sm TGR block and Giardia FBPA inh, for two of the compounds above:
compound,AmpC detergent,Sm TGR block,Giardia FBPA inh
CC(=NC1CC1)c1c(-c2ccccc2)[nH]n(-c2nc3ccccc3s2)c1=O,3%,-17%,5%
O=S(=O)(c1ccc(NCCOc2ccccc2)nc1)N1CCCC1,-21%,-11%,.

Further structures
SMILES | Giardia FBPA inh | HCV inhibitor | AmpC detergent | AmpC no deterg | HCMV inh | Sm TGR block
Cc1cccc2sc(NC(=O)CN(C)S(=O)(=O)c3ccc(Br)s3)nc12 | -3% | ? | 4% | -15% | -38 | -9%
CCOC(=O)c1c(C)nc2ccccn12 | -2% | -1% | -11% | -9% | 12 | 6%
Cn1ccc(C(=O)OCC(=O)Nc2ccccc2Cl)n1 | 19% | 3.2µM* | ? | -3% | -8 | 3%
Cc1ccc(C)c(NC(=O)C(Cc2ccccc2)N2Cc3ccccc3C2=O)c1 (centres undefined) | . | . | -4% | . | -90* | -14%
COc1cc(/C=C/C(=O)OCC(=O)Nc2oc(C)c3c(C)n[nH]c(=O)c23)ccc1OC(F)F | . | ? | 2% | ? | -10 | 22µM*
CCOC(=O)c1c(C)[nH]c(C)c1S(=O)(=O)N1CCC(C(=O)NCc2ccccc2Cl)CC1 | . | . | 0% | . | -4 | -9%
CC(C)n1c(SCC(=O)N2c3ccccc3Sc3ccccc32)nc2c1c(=O)n(C)c(=O)n2C | 4% | 11µM* | -15% | -4% | 9 | 0%
Cc1ccc(C)c(N2CCN(C(=O)c3cc(S(=O)(=O)N4CCCC4)c[nH]3)CC2)c1 | . | . | -1% | . | 19 | -4%
Cc1nn(-c2ccccc2)nc1CNC(=O)C(C)Cc1ccccc1 (centres undefined) | 5%&2% | 5% | ? | -18% | 4 | -13%
COc1ccc(Cn2nnc(C(=O)Nc3ccc(F)cc3)c2N)cc1 | 5% | -7% | 2% | -7% | -14 | -31%
COc1cc(Cl)c(S(=O)(=O)N2CCN(c3c(C)cccc3C)CC2)cc1Cl | . | . | 1% | . | -10 | 3%
COc1ccccc1CNC(=O)CCCN1C(=O)NC2(CCCC2)C1=O | . | 4% | ? | 115%[activator] | -7 | -11%
COc1ccc(C(=O)Nc2ccc(S(=O)(=O)Nc3cnc4ccccc4n3)cc2)cc1 | -7% | 12% | -2% | -1% | -17 | 1%
Cc1ccc(S(=O)(=O)N2CCN(C(=O)COC(=O)c3ccc([N+](=O)[O-])o3)CC2)c(C)c1 | . | 9% | 0% | 61%[activator] | ? | -22%
COc1ccc2c(c1)C(=NNc1ccc(C(=O)O)cc1)c1cc(OC)ccc1-2 | 0% | 14µM* | -7% | -1% | -7 | -10%
CCS(=O)(=O)CCSC1OC(COC(C)=O)C(OC(C)=O)C(OC(C)=O)C1OC(C)=O (centres undefined) | 2% | 16% | ? | -5% | -36 | .
Cc1c(C(C)C[C@H](C)O)oc(=O)c2c1Oc1c(C)c(C(C)C[C@H](C)O)oc(=O)c1C2 (some centres undefined) | . | -28% | 6% | -10% | -36 | -17%
COC(=O)c1sc(S(=O)(=O)NCCC(=O)O)c(C(=O)OC)c1C | 8% | 13% | -9% | -24% | 53 | -8%
CC1CN(C(=O)CCCN2C(=O)c3ccccc3C2=O)CC(C)O1 (centres undefined) | 16% | 7% | -1% | -6% | -12 | -10%
Cc1ccc(Cn2cccc(C(=O)Nc3ccc4c(c3)OCO4)c2=O)cc1 | . | . | 0% | . | 0 | -29%
O=C(CN(c1ccc([N+](=O)[O-])cc1)S(=O)(=O)c1ccccc1)N1CCCCC1 | 7% | 14% | 4% | 7% | -19 | -14%
COc1cccc(CNC(=O)c2ccc(CS(=O)(=O)Cc3ccccc3C)o2)c1 | 4% | -17% | 3% | -2% | 43 | ?
O=C(C1CCC(Cn2c(=O)c3sccc3n(Cc3cccc(F)c3)c2=O)CC1)N1CCCCC1 (centres undefined) | . | . | 2% | . | ? | -6%
COc1ccc(CCNC(=O)CCc2cn(C)c3ccccc23)c(OC)c1 | -4% | -8% | 0% | 25% | -11 | 6%
Cc1ccc(CNC(=O)CSc2ccc(-c3sc(-c4ccccc4)nc3C)nn2)cc1 | . | . | -3% | . | -4 | -6%
CCOc1ccc(N2CC(C(=O)Nc3nnc(Cc4ccccc4)s3)CC2=O)cc1 (centres undefined) | 0% | 7% | -9% | -6% | -11 | -11%
Cc1cc(NC(=O)COc2ncnc3sc(C)c(C)c23)no1 | 0% | -3% | ? | -10% | -38 | -12%
CN1CCc2nc3ccccc3c(C(=O)OCC(=O)N(CCC#N)c3ccccc3)c2C1 | -16% | -22% | -8% | 144%[activator] | -22 | -7%
O=C(CCNC(=O)c1ccco1)Nc1cccc(Br)c1 | -1% | -13% | ? | -9% | 17 | 1%
C[C@H](CO)N1C[C@H](C)[C@@H](CN(C)S(C)(=O)=O)Oc2ccc(NC(=O)C3CCCCC3)cc2C1=O | . | 39%[activator] | . | 7% | -6 | .
C/C(=C\C(=O)C(F)(F)F)Nc1ccc(C)cc1 | 0% | 32%[activator] | ? | -2% | -22 | 2%
CCc1c(O)nc(SCC(=O)Nc2ccc(C)cc2)n(C2CCCCC2)c1=O | . | ? | -4% | . | 6 | -1%
CC(C)[C@H](NC(=O)c1ccccc1)C(=O)OCC(=O)NCc1ccc2c(c1)OCO2 | . | 2% | . | -8% | -1 | .
Cn1c(O)c(C=NCCCNC2CCCCC2)c(=O)n(C)c1=O | -2% | -4% | -11% | -15% | 23 | 0%
COc1ccc(CCCC(=O)NCc2ccccc2)cc1C | -3% | ? | -12% | -6% | -16 | 3%
O=C(Nc1cccc(Cl)c1N1CCOCC1)c1ccc([N+](=O)[O-])o1 | 0% | 0% | -4% | -16% | ? | 3%
CCOC(=O)c1ccc(-c2ccc(C3Nc4ccccc4C(=O)N3O)o2)cc1 (centres undefined) | ? | ? | -2% | -51% | 52 | -24%
Cc1cccc(-n2ncc3c(N4CCN(CCO)CC4)ncnc32)c1 | . | . | 3% | . | 87 | 6%
COc1cccc(CNC(=O)C2CCC(CNS(=O)(=O)c3cccs3)CC2)c1 (centres undefined) | . | . | 11% | . | -4 | 4%
COCc1cc(C)nc(SCc2ccc([N+](=O)[O-])cc2)c1C#N | 0% | -25% | -23% | -23% | -12 | -14%
COc1cc(C(=O)N(CCc2ccccc2)C2CC3CCC(C2)N3C)cc(OC)c1OC (centres undefined) | -4% | 1%&3% | -10% | -7% | -20 | 4%
CC1(C)CC(=O)C=C(Nc2ccc(F)cc2)C1 | 3% | 13% | -9% | -17% | 29 | -7%
O=C(CCNC(=O)Cn1ccc2ccccc2c1=O)NCCc1ccccc1Cl | 10% | 4% | ? | 14% | -16 | -1%
CC(C)CNC(=O)c1cccc(NC(=O)Cc2ccc(Cl)cc2)c1 | 9% | -6% | ? | -31% | -34 | -6%
O=C(NCc1cccnc1)Nc1cccc(NC(=O)NCc2cccnc2)c1F | -4% | 3% | 1% | -16% | 17 | 3%

Next part, overlapping the part above by four compounds.
SMILES | Giardia FBPA inh | HCV inhibitor | AmpC detergent | AmpC no deterg | HCMV inh | Sm TGR block
CC1(C)CC(=O)C=C(Nc2ccc(F)cc2)C1 | 3% | 13% | -9% | -17% | 29 | -7%
O=C(CCNC(=O)Cn1ccc2ccccc2c1=O)NCCc1ccccc1Cl | 10% | 4% | ? | 14% | -16 | -1%
CC(C)CNC(=O)c1cccc(NC(=O)Cc2ccc(Cl)cc2)c1 | 9% | -6% | ? | -31% | -34 | -6%
O=C(NCc1cccnc1)Nc1cccc(NC(=O)NCc2cccnc2)c1F | -4% | 3% | 1% | -16% | 17 | 3%
CCc1ccc(S(=O)(=O)c2nnn3c2nc(N2CCCC(C)C2)c2cc(Cl)ccc23)cc1 (centres undefined) | . | . | -5% | . | 5 | 2%
O=C(Nc1c(F)c(F)c(F)c(F)c1F)NC1CCCCC1 | 3% | 23% | ? | -5% | -13 | 0%
Cc1cccnc1NC(=O)c1nn(C)c2c1CS(=O)(=O)c1ccccc1-2 | 4% | 14% | -11% | -7% | 10 | -9%
O=C(CN1C(=O)CCSc2ccc(S(=O)(=O)N3CCCC3)cc21)Nc1ccccc1Cl | 11% | 2% | -10%&9% | 30% | 5&2 | 4%&5%
CCn1ccc2cc(S(=O)(=O)N3CCCN(C(=O)Nc4ccccc4OC)CC3)ccc21 | . | . | -5% | . | -9 | -11%
COc1ccc(O)c(C(=O)c2coc(=N)c(C(=O)Nc3ccc(SC(F)F)cc3)c2)c1 | -9% | ? | 5% | 14µM* | ? | 5%
COc1ccc(NC(=O)C(=O)NCC(c2ccco2)N2CCc3ccccc3C2)cc1OC (centres undefined) | . | ? | -20% | 12% | 16 | ?
Cc1cccc(NS(=O)(=O)c2ccc(NC(=O)N3CCCCC3)cc2)c1 | 0% | . | -3% | -36% | 33 | -29%

Bioassay records (PubChem)
